GalR3 antag = blocks the human galanin receptor 3; O60755; HEK293 GalR3-CNG cAMP membrane potential fluorescence; galR3 body fused to GalR1 C-terminus; inhibition, % at 3 µM; 360,000 compounds, 0.44% hits; AID 651719;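 active = inhibition above the screen-wide average plus 3 SD, cut at about 13% in these data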;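 note: forskolin and galanin both at EC90 stimulate the cells; cAMP rise reported by CNG channel membrane potential dye signal; 0% = forskolin plus galanin with DMSO and 100% = forskolin alone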
Target sequence (O60755 1-299 limits assumed): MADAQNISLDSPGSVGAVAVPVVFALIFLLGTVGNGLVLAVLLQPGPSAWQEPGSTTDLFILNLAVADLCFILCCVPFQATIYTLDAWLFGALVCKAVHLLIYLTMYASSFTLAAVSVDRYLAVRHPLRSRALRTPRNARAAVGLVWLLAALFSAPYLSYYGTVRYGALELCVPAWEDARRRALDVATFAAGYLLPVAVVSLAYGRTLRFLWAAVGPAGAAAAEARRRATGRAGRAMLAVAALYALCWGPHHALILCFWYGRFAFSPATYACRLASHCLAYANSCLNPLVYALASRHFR
* hit, by the source's call. Only part of the results is shown. The share of hits here may be higher or lower than overall.

mol	GalR3 antag
CC(C)N(Cc1ccccc1)C(=O)COC(=O)C1CCN(c2ccc(C(F)(F)F)cn2)CC1	-4
COCCNC(=O)C1(C)CCCN(C(=O)c2cc(C)oc2C)C1 (stereo not drawn)	-7
CN(C)c1ccc(C=NN2CCCCCC2)cc1	-1
CC(C)(C)OC(=O)N1CC2(CCCCC2)CC1Cc1ccc(C(F)(F)F)cc1 (stereo not drawn)	-4
O=C(NCCc1ccccc1)c1cccc2c(-c3cccnc3)coc12	-4
C[C@H](c1ccccc1)N1C[C@@H](COCc2ccccc2)Oc2cccc(Oc3ccc(F)cc3)c2S1(=O)=O	3
Cc1ccc(S(=O)(=O)N2C[C@H]3C(=O)C[C@@H](c4ccccc4F)N(S(=O)(=O)c4ccc(C)cc4)[C@H]3C[C@H]2c2ccccc2F)cc1	4
CSCCNC(=O)C1(C)CCN1C(=O)c1ccc(C(C)(C)C)cc1 (stereo not drawn)	-7
COCCNC(=O)C1(C)CCCN(CCC(=O)c2ccc(Br)cc2)C1 (stereo not drawn)	-8
COCOCCn1cc(CN2CCS(=O)(=O)N(Cc3ccc(-c4ccc(OC)cc4)cc3)C(C(C)C)C2=O)nn1 (stereo not drawn)	-4
COc1cc(C(C)=O)cc(OC)c1O	-6
C[C@H]1CN([C@@H](C)CO)C(=O)CCCn2nncc2CO[C@@H]1CN(C)Cc1cccc2c1OCCCO2	-7
Nc1[nH]c(C(=O)c2ccccc2)c(-c2ccccn2)c1C(=O)c1c[nH]c2ccc(F)cc12	-8
Cc1cn([C@H]2C[C@H](O)[C@@H](CCC(=O)NCC3CCCO3)O2)c(=O)[nH]c1=O (stereo partly drawn)	-5
COc1ccc(C#Cc2cccc(-c3nc(C(=O)NCCCN4CCOCC4)cc4c3[C@H](CCO)N(S(=O)C(C)(C)C)C4)c2)cc1OC (stereo partly drawn)	-6

(further entries)
mol	GalR3 antag
CC(C)C(N)c1csc(Nc2ccc(S(C)(=O)=O)cc2)n1 (stereo not drawn)	1
CN(C)c1ncnc2[nH]ncc12	1
CCCCCCCCCC1(CC(=O)OCC)SCCN1C(N)=O (stereo not drawn)	-5
COc1cc(C)ccc1S(=O)(=O)NC(=O)C1(C)CCN1C(=O)Cc1ccc(Cl)cc1Cl (stereo not drawn)	-7
CCCCCc1c(-c2cccc(Cl)c2)ncn1CCc1ccccc1OC	-6
C[C@@H]1CN([C@H](C)CO)S(=O)(=O)c2ccc(-c3cccc(C#N)c3)cc2O[C@H]1CN(C)C(=O)Nc1cc(F)ccc1F	-6
CCc1nc2ccc(C(=O)NCCCn3ccnc3)cn2c1N(C)Cc1cc2ccccc2s1	0
CC1(C(=O)NS(=O)(=O)c2ccc(Cl)s2)CCN1C(=O)CCc1ccccc1 (stereo not drawn)	-6
Nc1[nH]c(C(=O)c2ccc(Br)cc2)c(-c2ccc(Cl)c(Cl)c2)c1C(=O)NCCc1c[nH]c2ccccc12	-5
COc1ccc(S(=O)(=O)N2CCC[C@H]2C(=O)N2CCC[C@H]2C(=O)NCc2ccncc2)cc1C	0
COC(=O)C1=C(C)N(C)C(=NCc2ccc(OC)cc2)NC1c1cccc(F)c1 (stereo not drawn)	-4
C[C@H](O)[C@@H]1C(=O)N2CCc3c([nH]c4ccccc34)[C@@H]2C[C@@H]1N(C)C(=O)Nc1ccc(F)cc1	-5
NC(Cc1ccc(F)cc1)c1csc(Nc2cc(Oc3ccccc3)ncn2)n1 (stereo not drawn)	-6
O=c1[nH][nH]c2c1[C@H](c1ccc(Cl)cc1)O[C@H](C1CCCCC1)C2	-4
CC1(C(=O)Nc2ccc3c(c2)OCCO3)CSCC(=O)N1CCCN1CCOCC1 (stereo not drawn)	-2

Later entries
mol	GalR3 antag
COc1cc(Cl)c(C)cc1NC(=O)COc1ccc(C)nc1[N+](=O)[O-]	-3
CC(=O)/C=C1\OCc2ccccc21	3
CC(NC(=O)c1c(N)[nH]c(C(=O)c2ccc(Cl)cc2)c1-c1ccc(Br)cc1)c1cccc2ccccc12 (stereo not drawn)	-7
CC(C)[C@H](NC(=O)CC1CCCC1)C(=O)N1CCC[C@H]1C(=O)NCc1ccccc1	-7
O=C1C(c2ccccc2)C2C=CC(C2)N1O (stereo not drawn)	0
Cc1cc(F)ccc1C(O)c1ncc(-c2ccccc2)[nH]1 (stereo not drawn)	-6
COc1cccc(C(C)(O)c2nc(-c3ccccc3OC)cs2)c1 (stereo not drawn)	-5
CC1(C(=O)NS(=O)(=O)c2cccc(Cl)c2)CCN1C(=O)c1ccccc1 (stereo not drawn)	-4
COC(=O)C1=C(C)N(C)C(=NCc2cccc(C(F)(F)F)c2)NC1c1ccc(F)cc1 (stereo not drawn)	-1
CCc1c(-c2cccc(OC)c2)ncn1CCc1ccccc1OC	-10
COc1cccc(NC(=O)N(C)C[C@@H]2OCc3cn(nn3)CCCC(=O)N([C@H](C)CO)C[C@H]2C)c1	-6
CCOC(=O)[C@H]1[C@H]2COc3ccc(C)cc3[C@@H]2N2C(=O)CN(C)C(=O)[C@@]12C	0
COc1ccccc1CNC(=O)c1cc(-c2cc(Cl)ccc2C)n[nH]1	-5
CC1(C(=O)NS(=O)(=O)c2cccc(Cl)c2)CCN1C(=O)Cc1ccsc1 (stereo not drawn)	-3
CCOC(=O)C1=C(C(=O)OCC)C2N(Cc3ccc(C#N)cc3)c3ccccc3[C@@]23C[C@@H](C(=O)OC)N(S(=O)(=O)c2cccs2)C3=N1 (stereo partly drawn)	0

(next part)
mol	GalR3 antag
COc1ccc(Cl)cc1NC(=O)NNC(=O)C(=O)Nc1ccc(F)cc1	-2
CC1(C(=O)NS(=O)(=O)c2cccc(Cl)c2)CCN1C(=O)CC1CC1 (stereo not drawn)	-2
Cc1ccc(C2c3c(-c4ccccc4)n[nH]c3C(=O)N2c2ccccc2)cc1 (stereo not drawn)	-6
COc1ccc(Br)cc1C1=CC(=O)C[C@H](c2ccc(F)cc2)C1	-1
Cc1nc2sccn2c(=O)c1S(=O)(=O)NCC1CCN(Cc2ccc(Cl)cc2)CC1	-1
COc1ccc(-c2cc3nc(C)cc(N4CCN(C(=O)c5ccoc5)CC4)n3n2)cc1	-5
O=[N+]([O-])c1cccc(C([O-])=C(C(=S)Nc2cccc3ccccc23)[n+]2ccccc2)c1	-6
CCOC(=O)C1=CN(Cc2cccc(F)c2)S(=O)(=O)N(CC)C1c1ccccc1 (stereo not drawn)	-10
O=C(c1ccc(Cl)c(Cl)c1)N1CCC(=O)N([C@H](COCc2cccc(C(F)(F)F)c2)Cc2ccccc2)CC1	-7
COc1ccc(NC(=O)C2Cc3c(-c4ccco4)ccnc3O2)cc1OC (stereo not drawn)	-7
O=C(Nc1ccccc1Cl)c1cc(C2CCCN(C(=O)CCCc3ccccc3)C2)on1 (stereo not drawn)	-1
COc1ccc(NC(=O)c2ccc(OCC3CCCO3)cc2)cc1Cl (stereo not drawn)	-3
C=CCOc1ccc(C[C@H](N)C(=O)NC[C@H]2O[C@@H](n3cc(C)c(=O)[nH]c3=O)C[C@@H]2O)cc1	-4
C[C@@H]1C=CCCO[C@]12C(=O)N(Cc1ccc(Br)cc1)c1cccc(Br)c12	-8
C[C@@H]1CN([C@H](C)CO)C(=O)CCCn2cc(nn2)CO[C@H]1CN(C)C(=O)Nc1cccc2ccccc12	-5

Nothing new here: five of the compounds above.
mol	GalR3 antag
O=C(Nc1ccccc1Cl)c1cc(C2CCCN(C(=O)CCCc3ccccc3)C2)on1 (stereo not drawn)	-1
COc1ccc(NC(=O)c2ccc(OCC3CCCO3)cc2)cc1Cl (stereo not drawn)	-3
C=CCOc1ccc(C[C@H](N)C(=O)NC[C@H]2O[C@@H](n3cc(C)c(=O)[nH]c3=O)C[C@@H]2O)cc1	-4
C[C@@H]1C=CCCO[C@]12C(=O)N(Cc1ccc(Br)cc1)c1cccc(Br)c12	-8
C[C@@H]1CN([C@H](C)CO)C(=O)CCCn2cc(nn2)CO[C@H]1CN(C)C(=O)Nc1cccc2ccccc12	-5

New compounds follow
mol	GalR3 antag
Cc1ccc2cccc(CC(=O)NN)c2c1	-5
COc1ccc(Nc2nc(NCc3cccs3)nc3ccsc23)cc1OC	-7
CC1(C(=O)Nc2ccc3[nH]ncc3c2)CCN1C(=O)CCc1ccccc1 (stereo not drawn)	-3
CCOc1ccccc1C=NNc1ccc([N+](=O)[O-])cn1	-2
CNC(=O)c1ccc(CN(C)C(=O)c2cc(C3CC3)nc3c2cnn3C(C)C)cc1	-1
CC(C)NC(=O)C1(C)CN(S(C)(=O)=O)CC(=O)N1CC(F)(F)F (stereo not drawn)	-6
CC(C)CN1C(=O)C(=O)N(CC(=O)NCCCc2ccccc2)C1=O	-2
CCc1ccc(C2CC(c3ccc(C)cc3)n3nc(N)nc3N2)cc1 (stereo not drawn)	0
CSC(=S)NN=C(C)c1cccc(C)n1	-3
Cc1ccc(S(=O)(=O)N2CC3(O)CN(C(=O)OC(C)C)N(C(=O)OC(C)C)CC3(OC(=O)NC3CCCC3)C2)cc1 (stereo not drawn)	-6
COCc1cccc(-c2csc(C(NC(C)=O)c3ccccc3)n2)c1 (stereo not drawn)	1
COc1cc(NC(=O)[C@H]2O[C@@H](n3cnc4c(N)ncnc43)[C@H](O)[C@@H]2O)cc(OC)c1OC	7
O=C1CCC(OCc2ccccc2)CCN1CC[C@@H](Sc1ccccc1)c1ccccc1 (stereo partly drawn)	-5
Cc1cc2nc(-c3cccc(Cl)c3)c(CC(C)(C)C)n2c(C)c1Br	-6
COc1ccc(CN2CCC2(C)C(=O)NCCNC(C)=O)c2ccccc12 (stereo not drawn)	-9

Of the compounds above, these contain a cyano group.
mol	GalR3 antag
C[C@@H]1CN([C@H](C)CO)S(=O)(=O)c2ccc(-c3cccc(C#N)c3)cc2O[C@H]1CN(C)C(=O)Nc1cc(F)ccc1F	-6
CCOC(=O)C1=C(C(=O)OCC)C2N(Cc3ccc(C#N)cc3)c3ccccc3[C@@]23C[C@@H](C(=O)OC)N(S(=O)(=O)c2cccs2)C3=N1 (stereo partly drawn)	0

(next part)
mol	GalR3 antag
C[C@H](CO)N1C[C@H](C)[C@@H](CN(C)C(=O)Nc2cccc(F)c2)OCc2cn(nn2)CCCC1=O	0
CSCCC(C(=O)NC1CCCC1)n1c(-c2ccccn2)nc2ccccc21 (stereo not drawn)	-8
OC(c1ccccc1)(c1nc(-c2ccc3c(c2)OCO3)cs1)C(F)(F)F (stereo not drawn)	-6
CCC/C(=C1/c2ccccc2C(=O)N1c1ccccc1)c1ccc(C=O)o1	-4
O=C(c1cccc(S(=O)(=O)N2CCc3ccccc32)c1)N1CCN(c2ccccc2)CC1	-5
CCC(=O)N1CCCC1(C)C(=O)NCc1ccc(SC)cc1 (stereo not drawn)	2
CC(=O)c1ccc(OCC(=O)NCCC2=CCCCC2)cc1	-2
CCCc1c(-c2cccc(F)c2)ncn1CCc1ccccc1OC	-6
COC(=O)C1=C(C)N(C)C(=NCc2cc(OC)c(OC)c(OC)c2)NC1c1ccc(C(F)(F)F)cc1 (stereo not drawn)	-3
CC(O)(c1cccc(F)c1)c1nc(-c2ccc3ccccc3c2)cs1 (stereo not drawn)	-6
NC(Cc1ccc(F)cc1)c1csc(Nc2ccc(C(F)(F)F)cn2)n1 (stereo not drawn)	-10
CC1(c2nnnn2-c2ccc3c(c2)OCCO3)CCC(=O)N1Cc1ccc(F)cc1 (stereo not drawn)	-2
Cn1c(NCc2ccccc2F)nc2cc(-c3ccsc3)sc2c1=O	-4
CC[C@@H]1CC2=C(C(=O)OC(C)(C)O2)[C@H](c2ccc(Cl)cc2)O1	2
COc1ccc(C(O)c2ncc(-c3ccccc3Cl)[nH]2)cc1F (stereo not drawn)	-6

(further entries)
mol	GalR3 antag
CN(C)Cc1ccccc1	-3
Cc1cc(C)c2c(=O)n3c(nc2c1)C(C)NC(=O)c1cccnc1-3 (stereo not drawn)	-7
CCN(CC)C(=O)[C@H]1CC(CC(=O)NC(C)(C)C)C(=O)N2CCc3c([nH]c4ccc(OC)cc34)[C@]12C (stereo partly drawn)	0
CCc1nc2ccc(C(=O)NCc3ccc4c(c3)OCO4)cn2c1N(CC)CCOC	-2
CCCCC1(CC)COC(c2ccccc2)OC1 (stereo not drawn)	-6
OC(c1ccc(F)cc1)c1ncc(-c2ccc3ccccc3c2)[nH]1 (stereo not drawn)	-2
CCOC(=O)[C@]12CCCC=C1N(Cc1ccc3c(c1)OCO3)C(=O)[C@H](CC(=O)N1CCCCC1)C2	-1
COc1ccc(NC(=O)C[C@H]2C(=O)N(c3ccc(OC)cc3)C[C@@H]2c2ccc(Br)cc2)cc1	1
CN(C(=O)c1cccc(NC(=O)Cc2ccc(NC(=O)C3CCN(C(=O)C4CC4)CC3)cc2)c1)C1CCC1	-5
Nc1ncnc2c1ncn2[C@@H]1O[C@H](CNCc2ccccc2OC2OC(CO)C(O)C(O)C2O)[C@@H](O)[C@H]1O (stereo partly drawn)	-7
O=S(=O)(CS(=O)(=O)c1ccccc1)c1ccccc1	-2
CCCCNC(=O)C1(C)CCN1C(=O)c1ccc(F)c(C)c1 (stereo not drawn)	0
COC(=O)[C@@]1(Cc2ccccc2)[C@H]2C(=O)N(Cc3ccccc3)C(=O)[C@H]2[C@H]2CN=C(SCC(=O)c3ccccc3)N21	-8
Cc1ccc(S(=O)(=O)NC(=O)C2(C)CCN2C(=O)C2CCCCC2)cc1 (stereo not drawn)	-4
Cc1cc2nc(-c3ccc(Cl)cc3)c(Cc3cccc(Cl)c3)n2c(C)c1Br	-3
CC(O)(c1ccc(F)c(F)c1)c1nc(-c2cccc(F)c2)cs1 (stereo not drawn)	-8

Screening results: PubChem, The Scripps Research Institute Molecular Screening Center
